# From PubChem
# Integrin act MD = integrin-mediated muscular dystrophy alleviation activation; alpha7betagal myoblasts, beta-gal FDG fluorescence, 48 h; Potency, µM (series often up to 38.3 µM), for inactives: at the top dose activation, actives largely listed as activators; 0.064% of 350,000 active;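 further: potency means the concentration at half of the fitted maximal effect; 100% = response of the positive control SU9516; nearly all actives have a fitted effect of over 60% in size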
#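 Alpha7betagal+/- myoblasts (passage 13) were plated 16-24 hr, then exposed to compounds (1:260 dilution of DMSO stock) for 48 hours at 37C. After MPER lysis, β-galactosidase reporter activity was read as FDG fluorescence (ex 480/em 540) after 30 minutes.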
# TCR act = activates T cell receptor signaling; primary human leukocytes, anti-CD3, IL-2 HTRF, 48 h; Potency, µM (highest dose often 9.22 µM), for inactives: at the top dose activation of IL-2 secretion, usual class: activators; 330,000 tested, under 10 active; further: % of control where 0% means no effect
#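 TCR engagement came from a-CD3 beads alone, with compounds added to primary human leukocytes for 48 hr. Secreted IL-2 bridged europium cryptate- and d2-labelled anti-IL-2 antibodies, giving FRET emission at 665nm after 320nm excitation.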
# Mito fusion yeast = inhibitors of mitochondrial division or activators of mitochondrial fusion; S. cerevisiae fusion-defective mutant growth rescue, CellTiterGlo 48 h; Potency, µM (doses to about 46.1 µM), for the others: top-dose growth rescue (activation), actives largely listed as activators; 0.23% of 320,000 active;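 further: potency means the concentration at half of the fitted maximal effect; % of control where 0% means no effect; nearly all actives have a fitted effect of over 45% in size; temperature-sensitive fusion mutants such as fzo1-1 at 37 °C on non-fermentable ethanol glycerol medium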
#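 Read-out: ATP-based luminescence (CellTiterGlo, 10 min ambient) reporting growth of fusion-defective ts yeast after 48 hours at 37C on glycerol/ethanol YPEG medium in the presence of compound.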
# AT treatment = potential ataxia-telangiectasia treatment; 0.19% of 320,000 active; Potency, µM (series often up to 57.5 µM), without a hit: at the top dose activation, actives largely listed as activators; […] A-T fibroblasts, KAP-1 phosphorylation AlphaLISA; neocarzinostatin DNA damage 30 min before lysis; further: potency means the concentration at half of the fitted maximal effect; % of control where 0% means no effect; nearly all actives have a fitted effect of over 45% in size
#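 ATM-like activity read as KAP-1 phosphorylation via AlphaLISA donor/acceptor antibody pairs after lysis and 6 hr at 25C. Cells were ATM-null patient fibroblasts ([…], hTERT), dosed 60 min, then exposed to the DSB inducer NCS for 30 min.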
# PTAP TSG101 blk = blocks PTAP/TSG101 interaction to inhibit HIV-1 budding; Q99816; Fluorescence polarization, FITC-PTAP peptide / Tsg101 binding; Potency, µM (top dose mostly 115 µM), inactives show at the top dose activity change, negative = inhibition, actives largely listed as inhibitors; 340,000 tested, under 10 active; AID 493005; active means well fitted inhibition curve with a large enough effect in the main read-out, with a control signal flat, not every such curve was filed as active; inconclusive means small, poorly fitted or top-dose-only effect, or effect the other way, or a change in a side signal; inactive means no such curve, though single readings can be large or run the other way; further: potency means the concentration at half of the fitted maximal effect; % of control where 0% means no effect
#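 Compounds were pin-transferred onto Tsg101 binding domain (10 uM final) in HEPES pH 7.5 buffer, then FITC-PTAP peptide was added at 50 nM final. After 20 min at RT, polarization reported peptide displacement across a qHTS concentration series.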
# MBNL1-CUG inh = MBNL1-poly(CUG) RNA binding inhibition; Q9NR56; TR-FRET MBNL1-His/biotin-(CUG)12 binding, 665/545 ratio; Potency, µM (doses to about 57.5 µM), without a hit: at the highest dose activity change, negative = inhibition, usual class: inhibitors; 0.036% of 280,000 active; AID 2675; active means well fitted inhibition curve with a large enough effect in the signal ratio, with a control signal flat, not every such curve was filed as active; inconclusive means small, poorly fitted or top-dose-only effect, or effect the other way, or a change in a side signal; inactive means no such curve, though single readings can be large or run the other way; the % refers to the signal ratio; further: potency means the concentration at half of the fitted maximal effect; on the % scale 0 is the no-effect control and ±100 the full control effect
#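 MBNL1-His + Biotin-(CUG)12, cpd titration 92 nM–58 uM; Tb anti-His Ab 0.055 ng/ul, SA-XL665 5 nM (final); 60 min RT; ratiometric 665/545 nm, Ex 340 nm; normalized to buffer and full-complex controls.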
# ASM inhibitor = human S-ASM enzyme inhibition. Potency, µM (titrated, usually from 57.5 µM), inactives show at the top dose activity change, negative = inhibition, most hits filed as inhibitors. 0.006% of 340,000 active. placental ASM, HMU-PC fluorogenic substrate, 60 min. P17405; further: potency means the concentration at half of the fitted maximal effect
#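 HMU-PC0 cleavage (9 uM final) by human placental ASM, 60 min at 37 °C following 10 min compound exposure at RT; stopped at pH 10, fluorescence Ex 386/Em 447 nm.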
# Menin MLL FP TR = menin-MLL binding inhibition, Texas Red mutant peptide. Menin + Texas Red MLL mutant peptide, fluorescence polarization. 0.23% of 270,000 active. AID 1768. O00255. Potency, µM (doses to about 61.6 µM), inactives show at the highest dose FP activity change, negative = inhibition, usual class: inhibitors; active means well fitted inhibition curve with a large enough effect in the polarisation, with a control signal flat, not every such curve was filed as active; inconclusive means small, poorly fitted or top-dose-only effect, or effect the other way, or a change in a side signal; inactive means no such curve, though single readings can be large or run the other way; the % refers to the polarisation; further: potency means the concentration at half of the fitted maximal effect; % of control where 0% means no effect; many of its hits are not listed in these tables
# TSHR antag = antagonists of human thyroid stimulating hormone receptor. TSHR-expressing cells, TSH-stimulated cAMP HTRF, 2 h; stronger effect = lower value. activity change, negative = inhibition, % at 11.5 µM. AID 504810. 0.2% of 330,000 active;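 active means activity change below a set negative limit, meaning inhibition stronger than a set level, cut at about -70% in these data; inconclusive means activity change between two set negative limits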; further: on the % scale 0 is the no-effect control and ±100 the full control effect
# Target sequence (P16473 whole entry, looked up): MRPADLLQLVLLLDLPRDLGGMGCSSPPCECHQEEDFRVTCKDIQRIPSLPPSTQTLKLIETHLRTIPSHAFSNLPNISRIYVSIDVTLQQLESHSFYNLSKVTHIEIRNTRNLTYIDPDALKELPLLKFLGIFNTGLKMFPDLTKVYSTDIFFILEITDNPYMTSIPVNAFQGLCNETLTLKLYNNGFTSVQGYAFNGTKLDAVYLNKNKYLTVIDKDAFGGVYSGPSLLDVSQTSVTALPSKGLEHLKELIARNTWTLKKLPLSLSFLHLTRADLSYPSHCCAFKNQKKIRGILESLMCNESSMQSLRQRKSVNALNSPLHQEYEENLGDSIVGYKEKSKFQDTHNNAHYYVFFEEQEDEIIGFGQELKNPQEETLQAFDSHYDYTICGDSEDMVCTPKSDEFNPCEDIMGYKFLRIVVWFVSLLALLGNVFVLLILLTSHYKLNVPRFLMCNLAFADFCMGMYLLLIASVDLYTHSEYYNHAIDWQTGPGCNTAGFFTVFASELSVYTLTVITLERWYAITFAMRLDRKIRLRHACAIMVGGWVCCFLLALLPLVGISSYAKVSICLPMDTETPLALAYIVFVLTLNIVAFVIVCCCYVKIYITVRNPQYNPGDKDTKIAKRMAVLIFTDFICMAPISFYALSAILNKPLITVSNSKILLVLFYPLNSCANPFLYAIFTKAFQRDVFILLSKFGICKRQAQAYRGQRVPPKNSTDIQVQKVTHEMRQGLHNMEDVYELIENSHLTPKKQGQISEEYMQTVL
#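 Competitive HTRF cAMP read-out (cryptate anti-cAMP antibody, cAMP-d2; 30 min, room temperature) in freshly harvested TSHR cells. Compounds added before TSH at EC80 (4nM final), followed by 2 hours' incubation at 37 deg C.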
# MLL CXXC-DNA inh = blocks binding of human MLL CXXC domain to DNA; Q03164; MLL-CXXC / FITC-HOXA9 DNA fluorescence polarization; Potency, µM (titrated, usually from 115 µM), for inactives: top-dose activity change, negative = inhibition, hits mostly inhibitors; 0.037% of 290,000 active; AID 2662; active means well fitted inhibition curve with a large enough effect in the polarisation, with a control signal flat, not every such curve was filed as active; inconclusive means small, poorly fitted or top-dose-only effect, or effect the other way, or a change in a side signal; inactive means no such curve, though single readings can be large or run the other way; the % refers to the polarisation; further: potency means the concentration at half of the fitted maximal effect
#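 Fluorescence polarization: 7 uM MLL-CXXC (stock) preincubated 5 min with compounds, then 50 nM fluorescein-HOX-A9 DNA (stock) added; 30 min ambient. Buffer 50 mM Tris-HCl pH 7.5, 50 mM NaCl, 1 mM DTT, 0.05% BSA.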
# * marks the source's active call; other numbers are inactive results; ? = inconclusive; nt = not tested or not shown; & = joins results of further samples; [ ] = dose if it differs, or a comment. Unless noted, the call rests on the fitted dose curve; in most records, active means well fitted curve in the direction sought with a large enough effect; inconclusive means small, poorly fitted or top-dose-only effect, or another doubt; inactive means no such curve, though single readings can be large; an effect the other way counts as inactive or inconclusive.
SMILES,Integrin act MD,TCR act,Mito fusion yeast,AT treatment,PTAP TSG101 blk,MBNL1-CUG inh,ASM inhibitor,Menin MLL FP TR,TSHR antag,MLL CXXC-DNA inh
O=C1NC(=O)N(c2ccccc2)C(=O)/C1=C/C=C/c1ccco1,-59%[inhibitor],-2%,-2%,8%,5%,-1%,-4%,nt,6,-4%
O=C(Nc1cccc(OC(=O)N2CCCCC2)c1)N1CCCCC1,7%,-4%,0%,-9%,-4%,1%,3%,-30%,6,-3%
COc1ccc(OCC#CCN2CCC(C)CC2)cc1,19%,-5%,2%,-2%,1%,-5%,6%,-1%,-4,-5%
CCOP(=S)(OCC)N1CCOCCOCCN(P(=S)(OCC)OCC)CCOCCOCC1,8%,3%,2%,4%,-5%,-6%,1%,?,-3,1%
CCNC(=O)C1OC(n2cnc3c(N)ncnc32)C(O)C1O (centres undefined),-4%,-30%,nt,nt,2%,nt,2%,nt,nt,nt
COc1ccc2[nH]c(C)c(CCNCc3cn(C)c4ccccc34)c2c1,-61%[inhibitor],-1%,0%,7%,1%,nt,-1%,nt,3,nt
O=C(CCCc1ccccc1)NCCc1cnc[nH]1,34%,2%,-3%,1%,-3%,1%,3%,2%,2,2%
C[C@]12CCC3C(CC[C@H]4C[C@H](O)CC[C@]34C)C1[C@@H](O)C[C@@H]2O (some centres undefined),-6%,5%,nt,7%,-7%,nt,1%,nt,3,nt
O=C1CN=C(c2ccccc2)c2cc(Br)ccc2N1,?,nt,-3%,14%,-12%,-1%,1%,-8%,4,3%
CN1CCN(Cc2ccc(OC(F)(F)F)cc2)CC1,8%,3%,-2%,nt,-6%,-1%,0%,0%,-4,2%

# Entries of single compounds, looked up by structure:
# O=C(CCCc1ccccc1)NCCc1cnc[nH]1 is listed with Integrin act MD = 34%; TCR act = 2%; Mito fusion yeast = -3%; AT treatment = 1%; PTAP TSG101 blk = -3%; MBNL1-CUG inh = 1%; ASM inhibitor = 3%; Menin MLL FP TR = 2%; TSHR antag = 2; MLL CXXC-DNA inh = 2%
# COc1ccc(OCC#CCN2CCC(C)CC2)cc1 is listed with Integrin act MD = 19%; TCR act = -5%; Mito fusion yeast = 2%; AT treatment = -2%; PTAP TSG101 blk = 1%; MBNL1-CUG inh = -5%; ASM inhibitor = 6%; Menin MLL FP TR = -1%; TSHR antag = -4; MLL CXXC-DNA inh = -5%
# CN1CCN(Cc2ccc(OC(F)(F)F)cc2)CC1 is listed with Integrin act MD = 8%; TCR act = 3%; Mito fusion yeast = -2%; AT treatment = nt; PTAP TSG101 blk = -6%; MBNL1-CUG inh = -1%; ASM inhibitor = 0%; Menin MLL FP TR = 0%; TSHR antag = -4; MLL CXXC-DNA inh = 2%

# Going on with the list:
SMILES,Integrin act MD,TCR act,Mito fusion yeast,AT treatment,PTAP TSG101 blk,MBNL1-CUG inh,ASM inhibitor,Menin MLL FP TR,TSHR antag,MLL CXXC-DNA inh
CCOP(=O)(OCC)C(O)c1ccc(N(C)C)cc1 (centres undefined),0%,-3%,2%,12%,-3%,-2%,26%,nt,8,-17%
CCN(CC)c1ccc(/C=C2\C(=O)NC(=O)N(Cc3ccco3)C2=O)cc1,6%,6%,-2%,-13%,5%,nt,-2%,11%,1,2%
c1ccc2nc(OCCN3CC3)ccc2c1,-19%,3%,8%,-8%,0%,-1%,0%,?,28,12%
Cc1ccc(C(C)C)c(OCC(=O)N2CCN(Cc3nc4cc([N+](=O)[O-])ccc4n3C)CC2)c1,-1%,7%[46.1 µM],?,-8%,-2%,9%,4%,0%,-7,9%
Clc1cc(Cl)cc(NC2=NCCS2)c1,18%,-8%,21%,0%,-6%,nt,0%,nt,0,1%
Cc1ccccc1-n1c(C)nc2sccc2c1=O,-2%,0%,1%,-1%,-5%,-10%,6%,0%,17,8%
COC(=O)C1=C(c2ccc(OC(F)(F)F)cc2)C[C@@H]2CC[C@H]1N2C(=O)NCCOc1ccc(OC)cc1,-4%,-7%,?,7%,-2%,nt,-10%,nt,-8,nt
CCCCn1c(O)c(C(CC)=NCc2ccc(F)cc2)c(=O)[nH]c1=O,10%[7.66 µM],2%,0%,10%,-2%,8%,-10%,-12%,1,-6%
O=C1NC(=O)C2(Cc3ccccc3N3CCCC32)C(=O)N1c1ccc(Cl)cc1 (centres undefined),14%,3%,-9%,4%,0%,5%,61%,?,5,3%
CC1CCN(CC#CCOc2ccc(Cl)cc2)CC1,12%,-2%,-10%,1%,-4%,-1%,0%,-6%,-12,-3%
Cc1cccc(C)c1OP(N)(=O)OCC(F)(F)F (centres undefined),3%,-1%[46.1 µM],-1%,-2%,-3%,nt,20%,-10%,2,-8%
CCOC(=O)c1[nH]c2ccc(OC)cc2c1C(SCC(=O)O)c1ccc(C(F)(F)F)cc1 (centres undefined),-4%,2%,-6%,1%,-5%,7%,-2%,?,-9,-6%
CCOC(=O)C1(CCOc2ccccc2)CCN(C(C)CSC)CC1 (centres undefined),-22%,3%,-13%,5%,0%,-6%,-1%,-13%,-7,-1%
CN1CCC2(CC1)NC(=O)C1=C(CN(C)CC1)N2,0%,2%,-1%,12%,-6%,0%,6%,0%,-6,-10%
Cc1cc(C(=O)Nc2ccc3c(c2)OCCO3)nn1C(C)(C)C,?,-3%,0%,-5%,-10%,4%,2%,nt,12,-12%
O=C(OCC1O[C@@H](OC(=O)c2cc(O)c(O)c(O)c2)[C@@H](OC(=O)c2cc(O)c(O)c(O)c2)[C@@H](OC(=O)c2cc(O)c(O)c(O)c2)[C@@H]1OC(=O)c1cc(O)c(O)c(O)c1)c1cc(O)c(O)c(O)c1 (some centres undefined),nt,nt,1%,16%,nt,-23%,nt,?,-1,32µM*
COc1cc2c(c(OC)c1OC)-c1ccc(O)c(=O)cc1[C@@H](NC(C)=O)CC2,-18%,-1%,nt,-5%,-4%,nt,9%,3%[24.8 µM],6,nt
COc1ccc(N2C(=O)NC(=O)/C(=C\c3cn(C)c4ccccc34)C2=O)cc1,-15%,-3%,-16%,-3%,?,18%,1%,?,0,?
CC12CC[C@H]3[C@@H](CCC4(O)C[C@H](O)CCC34/C=N/NC(=O)c3ccc(O)cc3)C1(O)CCC2C1=CC(=O)OC1 (some centres undefined),0%,-6%,-2%,9%,1%,-9%,7%,nt,-15,9%
C=CC1CN2CCC1CC2C(OC(C)=O)c1ccnc2ccc(OC)cc12 (centres undefined),-5%,2%,-2%,-5%,-3%,nt,2%,nt,9,1%
O=C(CCCCCn1c(=S)[nH]c2ccccc2c1=O)N1CCC2(CC1)OCCO2,-17%,-1%,5%,14%,-6%,-5%,3%,16%,3,-17%
O=C(O)COc1ccc(/C=C2/SC(=S)N(Cc3ccccc3)C2=O)cc1,-19%,2%,10%,-2%,-3%,28%,-14%,?,-25,?
O=[N+]([O-])/C=C1\NCCN1Cc1ccc(Cl)nc1,?,-11%,-3%,-2%&3%,-4%&-4%,4%,3%&1%,-1%&-1%,3&9,-5%&11%
N#CC(C#N)=Cc1cccnc1,-378%[inhibitor],2%,4%,-1%,0%,-4%,0%,-7%,-9,?
CC1CCN(CCc2nc3ccccc3[nH]2)CC1,28%,4%,4%,1%,-7%,3%,20%,-3%,-3,5%
N#CC1(c2ccccc2)CCN(C2CC(=O)N(c3cccc(F)c3)C2=O)CC1 (centres undefined),-12%,-1%,-9%,-1%,0%,2%,1%,8%,-1,3%
CC(=O)Nc1nc(CCl)cs1,-10%,-1%,-2%,-2%,-6%,-3%,6%,0%,3,65%[activator]
COc1cc(OC)c(OC)cc1/C=C1/C(=O)NC(=O)N(Cc2ccccc2)C1=O,?,-2%,-4%,-8%,-5%,nt,7%,nt,-1,?
N#Cc1ccc(N2CCNCC2)c(F)c1,-4%,-2%,-6%,5%,-1%,-6%,0%,6%,-1,5%
O=C(Oc1ccc([N+](=O)[O-])cc1)N1CCC(N2CCCCC2)CC1,-21%,3%,0%,2%,-14%,?,2%,-11%&0%,1,5%
O=C1CN=C(c2ccccc2)c2ccccc2N1Cc1ccc(C(F)(F)F)cc1,9%,-13%,12%,1%,-1%,-6%,-3%,-5%,2,-3%

# Some of the compounds tested (hit frequency here may not be typical).
